# 5-HT1A blocker: blocks the human serotonin 5-HT1a receptor | actives 0.68% (n = 62,000) | P08908 | AID 612 | inhibition, % at 10 µM | CHO 5-HT1a Ga15 NFAT-bla reporter, antagonist mode;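 active = inhibition above the mean of all tested compounds plus 3 SD, cut at about 43% in these data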;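 note: receptor stimulated by 5-CT agonist at 100 nM near EC80; beta-lactamase reporter measured by ratiometric fluorescence of a cleavable substrate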
# HTR1A agonist: 5-HT1a (human) receptor agonism. actives 0.56% (n = 65,000). CHO 5-HT1a Ga15 NFAT-bla reporter, FRET ratio; 0% basal, 100% maximal reference agonist. P08908. activation, % at 10 µM;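 active = activation above the screen-wide mean activation plus 3 SD, cut at about 19% in these data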;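 note: 0% = DMSO wells and 100% = 5-CT at EC100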
# RORa activator: activates the human nuclear receptor RORA. CHO-K1 Gal4-RORA LBD luciferase reporter, luminescence; percent increase over mock-subtracted basal signal. activation, % at 10 µM. actives 1.5% (n = 65,000). AID 560;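 active = activation above the mean of all tested compounds plus 3 SD, cut at about 49% in these data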;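 note: 0% = DMSO-treated RORA cells and 100% = added signal equal to DMSO minus mock-transfected cells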
# Target sequence (P35398 whole entry, looked up, the tested form may be a part): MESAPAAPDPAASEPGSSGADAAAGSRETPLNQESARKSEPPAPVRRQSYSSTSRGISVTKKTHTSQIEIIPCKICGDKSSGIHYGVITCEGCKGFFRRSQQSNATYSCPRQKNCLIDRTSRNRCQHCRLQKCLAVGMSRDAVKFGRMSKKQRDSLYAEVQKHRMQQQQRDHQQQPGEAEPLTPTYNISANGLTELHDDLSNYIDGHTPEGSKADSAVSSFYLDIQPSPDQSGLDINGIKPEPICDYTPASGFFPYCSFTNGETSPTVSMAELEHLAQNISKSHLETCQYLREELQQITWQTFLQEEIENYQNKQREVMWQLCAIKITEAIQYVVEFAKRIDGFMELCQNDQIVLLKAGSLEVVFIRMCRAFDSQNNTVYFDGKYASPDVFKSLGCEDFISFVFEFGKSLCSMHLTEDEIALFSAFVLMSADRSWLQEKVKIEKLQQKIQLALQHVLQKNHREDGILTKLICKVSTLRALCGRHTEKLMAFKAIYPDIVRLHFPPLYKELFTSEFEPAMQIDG
# MMP13 inh: MMP13 (human) collagenase inhibition; MMP-13 fTHP FRET cleavage, Mca fluorescence; inhibition, % at 4 µM; P45452; actives 0.07% (n = 65,000);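 active = inhibition above the mean of compound-free control plate wells plus 3 SD, cut at about 14% in these data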;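 note: 0% = DMSO wells and 100% = wells with reference MMP-13 inhibitor after basal subtraction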
# SF1 activator: SF-1 (human) activation; activation, % at 10 µM; CHO-K1 Gal4-SF-1 LBD luciferase reporter; % increase over DMSO SF-1-specific signal; AID 522; Q13285; actives 1.9% (n = 65,000);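 active = activation above the mean activation of all tested compounds plus 3 SD, cut at about 50% in these data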
# Target sequence (Q13285 whole entry, looked up, the tested form may be a part): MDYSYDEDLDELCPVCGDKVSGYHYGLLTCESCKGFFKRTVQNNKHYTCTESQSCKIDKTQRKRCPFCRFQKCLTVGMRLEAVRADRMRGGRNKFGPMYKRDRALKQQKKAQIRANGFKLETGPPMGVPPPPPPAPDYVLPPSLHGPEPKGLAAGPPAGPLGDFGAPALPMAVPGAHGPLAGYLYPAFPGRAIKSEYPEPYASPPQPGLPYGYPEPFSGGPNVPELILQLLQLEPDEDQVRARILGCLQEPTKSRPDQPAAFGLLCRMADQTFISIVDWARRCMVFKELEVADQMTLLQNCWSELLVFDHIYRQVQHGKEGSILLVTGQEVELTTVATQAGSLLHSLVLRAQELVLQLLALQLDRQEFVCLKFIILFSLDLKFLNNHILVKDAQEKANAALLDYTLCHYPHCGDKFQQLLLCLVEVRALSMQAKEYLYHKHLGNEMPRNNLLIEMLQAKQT
#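 Assay system: CHO-K1 cells co-transfected with Gal4 DBD–human SF-1 LBD, 5xGal4 luciferase reporter; doses: 10 µM only; incubation: 20 h compound exposure at 37 °C after 1 h cell settling; signal: luciferase light emission; evaluation: percent activation versus DMSO; repeats: one test per compound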
# TNAP act DEA: activates human TNAP at intermediate phosphate acceptor concentration. P05186. purified TNAP, CDP-star luminescence, 100 mM DEA, 30 min; active compounds read high; scale: 0 levamisole-inhibited, 1 vehicle-only enzyme. activation factor at 20 µM. 64,000 tested, under 10 active;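 active = activation factor of at least 2 at 20 µM, relative to controls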
# NADH coupling: blocks coupling enzymes of NAD/NADH assays; AID 774; IC50, µM (doses to about 10 µM), for inactives: at the highest dose inhibition; actives 0.02% (n = 65,000); coupled PK/LDH NADH assays, four targets;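 active = single-dose screening hits from any of four coupled enzyme assays that gave an IC50 when retested across doses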;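 note: the DPM-DC format reads NADH fluorescence rather than 340 nm absorbance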
# Autofluor 339: intrinsic fluorescence of library compounds, ex339/em460 – biochemical, MLSMR library, data from DPM-DC assay, artefact control, profiling panel; AID 709; fluorescence fold increase at 10 µM; compound autofluorescence, ex339/em460 nm, NADH buffer; active compounds read high; 1 = no-compound wells, NADH background; actives 5.5% (n = 65,000);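 active = at 10 µM, mean starting fluorescence two-fold or more over control wells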;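 note: signal is the first read of a kinetic run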
# Abs 340nm: compounds absorbing at 340 nm. compound absorbance at 340 nm, fold over control. fold change at 10 µM. 65,000 tested, under 10 active. AID 708;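 active = at 10 µM dose, initial 340 nm absorbance at least 2 fold that of control wells; inactive = change under 2 fold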;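 note: initial absorbance extrapolated from kinetic A340 decline of NADH oxidation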
# Starred values were filed as active, the others as inactive; / = no result given; [ ] = remark or other dose.
SMILES,5-HT1A blocker,HTR1A agonist,RORa activator,MMP13 inh,SF1 activator,TNAP act DEA,NADH coupling,Autofluor 339,Abs 340nm
COc1ccc(-n2nc3c(c2NC(=O)c2c(-c4ccccc4Cl)noc2C)CS(=O)(=O)C3)cc1,20,2.4,-10,-2,-4,0.8,6%,1.1,0.98
COCCCn1c(-c2ccccc2)nc2ccccc2c1=O,-2,-1.5,-9,0,-5,1,1%,1.1,1
CCN(CCNC(=O)c1cc(C)nn1-c1ccccc1)c1ccccc1,16,-2.6,-11,4,4,0.9,3%,1.1,1
Cc1cc(S(=O)(=O)N2CCN(c3ccc(F)cc3)CC2)c(C)s1,-11,-2.0,1,0,-2,0.9,0%,1.1,1
Clc1ccc(-c2nn3c(-c4ccccc4)nnc3s2)cc1,-20,0.3,-22,2,-12,0.9,4%,1.3,1.1
COc1ccc(NC(=O)C(CCS(C)(=O)=O)NC(C)=O)cc1 (configuration not stated),2,-0.9,6,-2,-7,1.1,4%,1.1,1
O=C(CSc1nccc(=O)[nH]1)N1c2ccccc2CCc2ccccc21,4,-3.0,5,4,2,0.9,5%,1.1,1
CC(=O)c1cc2c(cc1NS(=O)(=O)c1ccc(C)cc1)OCCO2,16,-2.6,10,2,13,0.9,12%,1.1,1.1
Cn1c(Cn2nnc3ccccc32)nnc1SCC(N)=O,-9,-5.0,-7,4,-13,1,2%,1.1,1
CC1Cc2cc(/C(O)=C3\C(=O)C(=O)N(CCN4CCOCC4)C3c3ccccc3F)ccc2O1 (configuration not stated),-8,-3.3,-20,0,-6,0.8,7%,1.1,1.1
CCOc1ccc2nnnn2n1,2,-3.1,4,-3,-4,0.9,3%,0.88,1
CCCn1c2c(c(O)c(C(=O)Nc3ccc(OCC)cc3)c1=O)CCCC2,-8,-1.5,-15,3,-8,0.8,6%,1.8,1.1

# Looked up one by one from the entries so far, two records:
SMILES,5-HT1A blocker,HTR1A agonist,RORa activator,MMP13 inh,SF1 activator,TNAP act DEA,NADH coupling,Autofluor 339,Abs 340nm
O=C(CSc1nccc(=O)[nH]1)N1c2ccccc2CCc2ccccc21,4,-3.0,5,4,2,0.9,5%,1.1,1
CC1Cc2cc(/C(O)=C3\C(=O)C(=O)N(CCN4CCOCC4)C3c3ccccc3F)ccc2O1 (configuration not stated),-8,-3.3,-20,0,-6,0.8,7%,1.1,1.1

# Next part
SMILES,5-HT1A blocker,HTR1A agonist,RORa activator,MMP13 inh,SF1 activator,TNAP act DEA,NADH coupling,Autofluor 339,Abs 340nm
Cc1onc(-c2c(F)cccc2Cl)c1C(=O)NCc1ccco1,-4,-3.0,-22,4,-6,1,0%,1.1,1
Cn1c(CNC(=O)c2ccc(F)cc2)nc2ccccc21,14,0.0,-2,-2,-14,0.9,3%,1.1,1.1
C/C(=N\O)C(=O)OC1CC(C)CCC1C(C)C (configuration not stated),0,-1.1,-2,-4,-21,0.8,3%,1,1
CC(C)OC(=O)c1cc(=O)[nH]c2ccccc12,-1,-5.6,-15,-20,4,0.9,6%,1.7,0.97
Cc1csc(NC(=O)CSc2nncn2C)n1,-8,-1.8,-1,-4,2,0.9,4%,1.1,1.1
c1ccc(NC2=Nc3ccccc3CS2)cc1,22,2.5,89*,1,24,0.9,5%,1.1,0.99
Cc1ccc(-c2nc3cnccn3c2Nc2ccc3c(c2)OCO3)o1,12,-2.3,17,1,23,0.8,8%,1.5,1.1
CCn1c(SCC(=O)Nc2nccs2)nnc1-c1ccncc1,-5,-0.8,-9,2,-2,0.8,2%,1,0.99
CCOC(=O)C1CCN(C(=O)c2sc3nc(-c4ccc(F)cc4)cn3c2C)CC1,-7,-0.6,-6,-1,0,1,2%,1.1,1.3
Cc1ccc(S(=O)(=O)Nc2nncs2)cc1,-11,-3.4,-15,-10,-10,0.8,3%,1.1,0.97
O=C(c1ccco1)N1CCN(/C(=N/S(=O)(=O)c2cccs2)c2ccccc2Cl)CC1,-10,29*,-12,-7,-11,0.8,5%,1,0.97
CCCn1c(SCC(=O)OCc2ccccc2)nc2c1c(=O)n(C)c(=O)n2C,-13,0.5,-2,0,2,0.9,6%,1.1,1

# A different layout for some results above:
mol	5-HT1A blocker	HTR1A agonist	RORa activator	MMP13 inh	SF1 activator	TNAP act DEA	NADH coupling	Autofluor 339	Abs 340nm
Cc1onc(-c2c(F)cccc2Cl)c1C(=O)NCc1ccco1	-4	-3.0	-22	4	-6	1	0%	1.1	1
Cn1c(CNC(=O)c2ccc(F)cc2)nc2ccccc21	14	0.0	-2	-2	-14	0.9	3%	1.1	1.1
C/C(=N\O)C(=O)OC1CC(C)CCC1C(C)C (configuration not stated)	0	-1.1	-2	-4	-21	0.8	3%	1	1
CC(C)OC(=O)c1cc(=O)[nH]c2ccccc12	-1	-5.6	-15	-20	4	0.9	6%	1.7	0.97
Cc1csc(NC(=O)CSc2nncn2C)n1	-8	-1.8	-1	-4	2	0.9	4%	1.1	1.1
c1ccc(NC2=Nc3ccccc3CS2)cc1	22	2.5	89*	1	24	0.9	5%	1.1	0.99
Cc1ccc(-c2nc3cnccn3c2Nc2ccc3c(c2)OCO3)o1	12	-2.3	17	1	23	0.8	8%	1.5	1.1
CCn1c(SCC(=O)Nc2nccs2)nnc1-c1ccncc1	-5	-0.8	-9	2	-2	0.8	2%	1	0.99
CCOC(=O)C1CCN(C(=O)c2sc3nc(-c4ccc(F)cc4)cn3c2C)CC1	-7	-0.6	-6	-1	0	1	2%	1.1	1.3
Cc1ccc(S(=O)(=O)Nc2nncs2)cc1	-11	-3.4	-15	-10	-10	0.8	3%	1.1	0.97
O=C(c1ccco1)N1CCN(/C(=N/S(=O)(=O)c2cccs2)c2ccccc2Cl)CC1	-10	29*	-12	-7	-11	0.8	5%	1	0.97
CCCn1c(SCC(=O)OCc2ccccc2)nc2c1c(=O)n(C)c(=O)n2C	-13	0.5	-2	0	2	0.9	6%	1.1	1

# Other compounds follow.
SMILES,5-HT1A blocker,HTR1A agonist,RORa activator,MMP13 inh,SF1 activator,TNAP act DEA,NADH coupling,Autofluor 339,Abs 340nm
Cc1oc2cc(O)ccc2c(=O)c1-c1cnn(-c2ccccc2)c1,/,2.0,13,-59,26,0.9,5%[fluoresces],2.5*,1
Cn1c(=O)oc2cc(S(=O)(=O)Nc3cccc4c3CCCC4)ccc21,11,-2.0,-10,10,-2,0.9,6%,1.1,1
CCN(CCCNC(=O)c1c(C)cc(=O)oc1C)c1cccc(C)c1,14,-1.2,6,0,-19,0.9,13%,1.1,1.2
O=C(c1cccc(F)c1)N1C2C=CC(C2)C1(C(F)(F)F)C(F)(F)F (configuration not stated),-1,-3.3,-19,1,-9,0.8,4%,1.1,1
O=c1c2c3nc4ccccc4nc3n(-c3cccc(F)c3)c2ncn1Cc1ccc2c(c1)OCO2,9,-0.9,-5,5,5,0.9,9%,0.99,1
COc1ccc(Br)cc1C1CC(=O)N2CN(C)CSC2=C1C#N (configuration not stated),12,3.6,12,-3,22,0.9,9%,1,1.1
CC(C)(C)NS(=O)(=O)c1ccc2nc(NC(=O)Cc3cccs3)sc2c1,-12,-1.4,13,-1,24,0.9,1%,1.1,1.1
COc1ccc2[nH]cc(C(=O)CN3CCCCC3)c2c1,-9,0.9,-16,2,9,1,4%,1.1,1.1
O=C(Nc1ccccc1)C1CC(=O)N(C2CCCCC2)C1 (configuration not stated),5,-2.9,0,1,1,0.9,6%,1.1,1
CCC(=O)c1cc(F)c(N2CCN(S(=O)(=O)c3ccccc3)CC2)cc1C,/,/,/,/,/,0.9,2%,1.1,1.1
O=C(Nc1ccncc1)c1cncc(Br)c1,-26,-4.5,-10,-4,15,0.9,1%,1,1
CCOc1cc(C)nc(N2CCC(C(=O)Nc3ccccc3OCC)CC2)n1,-12,0.4,-5,-4,-8,0.9,5%,1.1,1
COC(=O)Cc1ccc(NC(=O)c2ccc(Br)o2)cc1,-2,-1.9,35,6,48,0.9,4%,1.1,1
Cc1cc(C)nc(N2CCCC(C(=O)NCCc3cccc(F)c3)C2)n1 (configuration not stated),6,-0.8,3,-10,-16,0.9,8%,1.3,0.99
CCOc1ccccc1C1N(c2ccc(F)cc2)C(=O)C2CCCN21 (configuration not stated),6,-0.2,4,6,-3,0.9,2%,1,0.98
CCOC(=O)C1=C(C)Nc2nnnn2C1c1ccc(OC)c(Br)c1 (configuration not stated),10,1.2,-4,-10,13,0.9,1%,1.1,0.99
CCOc1ccccc1C(=O)N1CCN=C1SC,-8,-1.7,-3,-1,-6,1,6%,1.1,1
COC(=O)CSc1nc(-c2ccccc2)cc(-c2ccco2)c1C#N,7,-2.2,18,-18,-5,0.9,6%,1.5,1
COc1ccc(S(=O)(=O)NCCSC(C)(C)C)cc1Cl,-5,-5.0,20,0,-1,0.9,6%,1.1,1
Cc1noc(C)c1CSc1nnc(-c2c[nH]c3ccccc23)n1-c1ccc(Cl)cc1,2,-0.1,12,-2,-6,1,5%,1.1,0.99
CCCC(CCC(=O)OC)(C(=O)OCC)c1csc(N)n1 (configuration not stated),-5,-2.5,-14,4,13,0.9,5%,1.1,1
COc1ccccc1Cn1nnc2c(=O)[nH]c(C3CCN(C(=O)c4ccc(F)cc4)CC3)nc21,-8,-2.1,-14,0,10,0.9,4%,1.1,1
CCCOc1ccc2oc(=O)c3c(c2c1)CCCN3C(=O)CN1CCN(C(=O)c2ccco2)CC1,-5,-2.9,3,-13,-21,0.9,7%,3*,1.1
CCc1nnc(NC(=O)CSc2nc3ccccc3s2)s1,13,-0.6,8,6,1,0.9,4%,1,0.99
O=C(NCc1cccs1)NC1CCCCC1,2,-0.1,-12,5,8,0.9,9%,1.1,1
N#Cc1ccc(NC(=O)Nc2ccc(Cl)cc2)cc1,42,-2.5,44,2,15,1,5%,1.1,1
O=C(CSc1nnc2sc3ccccc3n12)NCc1ccc2c(c1)OCO2,-10,1.0,-8,7,-6,0.9,7%,1.1,1
Cc1nnc(NCc2ccncc2)c2ccccc12,5,88*,4,2,7,1,4%,1.1,1
CCC(Sc1nnnn1-c1ccccc1)C(=O)Nc1nc2ccccc2s1 (configuration not stated),17,0.7,6,-1,5,0.9,2%,1.1,1
CCOC(=O)N1CCC(N(CCOC)C(=O)Nc2ccc(Cl)c(Cl)c2)CC1,19,-1.4,-2,0,-6,0.9,4%,1.1,1
COc1ccc(OC)c(NC(=O)NC2(C(F)(F)F)Oc3ccccc3O2)c1,8,2.9,2,1,15,1,13%,1.1,1
O=S(=O)(Nc1ccc(N2CCCCC2)cc1)c1cccc2cccnc12,-22,-0.3,5,-4,8,0.9,2%,1.1,1
Cc1cccc(OCC(=O)Nc2ccccc2N2CCCCC2)c1,27,0.2,-1,3,-2,0.8,10%,1.1,1
N#Cc1c2n(c3c(=O)n(Cc4ccc(Cl)cc4)cnc13)CCCC2,-10,0.7,2,-6,4,0.9,8%,1.1,1
O=C(c1ccc(Cl)cc1)N1CCN(c2nc(N3CCCCC3)nc(N3CCCCC3)n2)CC1,/,/,/,/,/,1,3%,1.2,1.1
COc1cccc(C2CC(=O)Nc3cc4c(cc32)OCCO4)c1OC(C)C (configuration not stated),12,-1.0,7,5,-27,0.8,4%,1.1,1
O=C(COC(=O)c1ccco1)NCC1CCCO1 (configuration not stated),14,-2.1,-26,2,-1,0.9,6%,1.1,1
COc1ccccc1NC(=O)Cn1cnc2sc(C(=O)NCc3ccco3)c(C)c2c1=O,-9,-0.8,-17,2,-3,0.9,5%,1.1,1.1
Cc1ccc(S(=O)(=O)Cc2ccc(C(=O)NCCCN3CCN(C)CC3)o2)cc1,-4,-0.8,0,1,6,0.9,2%,1.1,1
CC(C)c1nnc(NC(=O)CCS(=O)(=O)c2nc(-c3cccs3)cc(C(F)(F)F)n2)s1,36,-1.2,-24,-7,-30,1,8%,1.5,1.1
OCCCc1nc2ccccc2n1CCc1ccccc1,/,-2.1,-4,0,-8,0.9,2%,1.1,1
